Screening data deposited in PubChem BioAssay by Broad Institute.
PfHsp90 yeast 2: reduces growth (ATP signal) of yeast expressing P. falciparum Hsp90 | 0.32% of 310,000 active | S. cerevisiae expressing PfHsp90, BacTiter-Glo ATP, 48 h; yeast lacking PDR1 and PDR3 efflux regulators | inhibition, % at 9.4 µM;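 active = every replicate shows inhibition above about 80%, whatever the replicate mean, limit read from the data; inconclusive = mean inhibition reaches the set limit but some replicate falls short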;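 note: 0% = DMSO neutral controls and 100% = 20 µM radicicol positive controls; yeast relying on Plasmodium falciparum Hsp90 in place of its own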
dFosB activator: enhances mouse delta FosB homodimer DNA binding. activation, % at 25 µM. purified delta FosB, TAMRA-CDK5 oligo fluorescence polarization; percent of positive-control signal above neutral wells. 0.99% of 340,000 active. P13346;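 active = mean activation above about 17%, with every replicate also reaching it, limit read from the data, passing the limit was not always enough; inconclusive = only one of the two conditions met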;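 note: fluorescence polarization rise as delta FosB binds a TAMRA Cdk5 AP-1 oligo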
Target sequence (P13346 whole entry, looked up): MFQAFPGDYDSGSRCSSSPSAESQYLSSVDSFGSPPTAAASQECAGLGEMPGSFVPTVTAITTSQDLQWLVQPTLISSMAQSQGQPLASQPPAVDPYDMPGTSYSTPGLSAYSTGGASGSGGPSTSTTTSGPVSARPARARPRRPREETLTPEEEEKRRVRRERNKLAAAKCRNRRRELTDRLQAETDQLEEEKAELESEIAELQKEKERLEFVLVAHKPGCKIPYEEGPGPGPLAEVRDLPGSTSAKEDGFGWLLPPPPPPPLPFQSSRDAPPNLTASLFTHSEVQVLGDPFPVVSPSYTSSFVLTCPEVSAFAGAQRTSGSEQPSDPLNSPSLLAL
SR-BI DiI-HDL act: activators of SR-BI mediated HDL lipid uptake; CHO ldlA[mSR-BI] cells, DiI-HDL uptake fluorescence, 3 h; 100 = double the neutral-control signal; activation, % at 12.5 µM; 0.096% of 320,000 active;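 active = mean replicate activation of at least 60% and every replicate at or above 60%; inconclusive = mean or all-replicate condition met, but not both; inactive = mean below 60% and not all replicates reaching 60%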;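 note: 0% = median plate neutral-control signal and 100% = twice that signal; values of inactives mirror those of a sister screen read the other way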
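Assay system: LDL receptor-deficient CHO ldlA cells overexpressing murine SR-BI / Medium: BSA-supplemented, HEPES-buffered Ham's F12, pH 7.4 / Probe or stimulus: DiI-labelled HDL at 10 µg/mL final / Timing: compound with DiI-HDL co-incubation, 3 h at 37 °C / Technique: bottom-read cell fluorescence after medium removal, ex 550/em 595 nm / Measure: HDL uptake via cellular fluorescence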
PvdQ acylase: P. aeruginosa PvdQ acylase inhibition | purified PvdQ acylase, fluorescence plate reader | 0.063% of 340,000 active | AID 488965 | inhibition, % at 10 µM; in the data active = inhibition above about 30%, passing the limit was not always enough; inconclusive = no clear call, values can overlap the other calls;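 note: 0% = vehicle neutral wells and 100% = reference inhibitor wells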
CAL PDZ FP-1: inhibitors of human CAL PDZ peptide binding; Q9HD26; purified CAL PDZ, TMR-peptide fluorescence polarization, 1 h; inhibition, % at 20 µM; 0.02% of 330,000 active; AID 504414;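 active = highest replicate inhibition of at least 40%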;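 note: plate controls were DMSO neutral control wells for no effect and unlabeled competitor peptide control wells for full effect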
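Test system: purified CerCALP PDZ construct; Compound dosing: one concentration, 20 µM compound; Also added: TMR-labelled reporter peptide T*-PRC34 bound in PDZ groove; Read-out: inhibition from polarization loss; Controls: unlabelled peptide and DMSO controls; Signal: FP readout, S and P plane fluorescence; Incubation: 1 h at RT.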
MITF act: increases MITF-driven TRPM1 promoter luciferase signal. SK-MEL-5 TRPM1-promoter luciferase, 24 h; % of positive control, neutral wells = 0. activation, % at 12.5 µM. 0.75% of 300,000 active. AID 588334;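 active = mean activation of at least 80% with every replicate also reaching 80%; inconclusive = mean reaches 80% but some replicate falls short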;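 note: 0% = neutral control wells and 100% = parthenolide positive control wells; values of inactives mirror those of a sister screen read the other way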
SR-BI DiI inh: blocks mouse SR-BI lipid uptake from DiI-HDL. 0.96% of 320,000 active. Q61009. ldlA[mSR-BI] CHO cells, DiI-HDL uptake fluorescence, 3 h. inhibition, % at 12.5 µM. AID 488896;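 active = mean replicate inhibition of at least 70% and a set share of replicates each scoring 70 or more; inconclusive = meets just one of the two criteria; inactive = fails both criteria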;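 note: 0% = median of neutral control wells and 100% = median of positive control wells; values of inactives mirror those of a sister screen read the other way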
Rtt109 Vps75: blocks Candida albicans Rtt109/Vps75 acetyltransferase activity; purified Rtt109/Vps75, ThioGlo CoA-SH fluorescence, 4 h; AID 540336; 0.16% of 330,000 active; inhibition, % at 34.9 µM;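 active = inhibition of at least 50% in every replicate; inconclusive = best replicate reaches 50% inhibition but some replicates fall short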
Target sequence (Q5AAJ8 whole entry, looked up): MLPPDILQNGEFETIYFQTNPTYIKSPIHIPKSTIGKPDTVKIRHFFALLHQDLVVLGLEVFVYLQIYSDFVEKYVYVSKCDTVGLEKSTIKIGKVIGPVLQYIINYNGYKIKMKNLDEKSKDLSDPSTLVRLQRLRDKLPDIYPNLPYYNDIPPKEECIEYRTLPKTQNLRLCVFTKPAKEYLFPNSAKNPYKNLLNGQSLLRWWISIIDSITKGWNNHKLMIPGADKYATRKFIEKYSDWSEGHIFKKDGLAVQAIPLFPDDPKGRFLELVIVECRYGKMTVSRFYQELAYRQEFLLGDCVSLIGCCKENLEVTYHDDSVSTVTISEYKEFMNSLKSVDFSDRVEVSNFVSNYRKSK
NSD2 inh: NSD2 (human) methyltransferase inhibition | NSD2 peptide methylation, AlphaScreen, 120 min | inhibition, % at 12.5 µM | 0.54% of 310,000 active | O96028; in the data active = inhibition above about 50%
CAL PDZ FP-2: blocks peptide binding to the human CAL PDZ domain; inhibition, % at 24.9 µM; AID 602252; Q9HD26; 0.92% of 300,000 active; purified CAL PDZ, TMR-peptide fluorescence polarization, 1 h;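 active = mean inhibition of at least 30% with at least half of replicates also reaching 30%; inconclusive = no clear call, values can overlap the other calls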;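 note: 0% = DMSO neutral control and 100% = excess unlabeled competitor peptide PRC23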
Starred values were filed as active, the others as inactive; ? = inconclusive; . = not tested or not shown.

PfHsp90 yeast 2	dFosB activator	SR-BI DiI-HDL act	PvdQ acylase	CAL PDZ FP-1	MITF act	SR-BI DiI inh	Rtt109 Vps75	NSD2 inh	CAL PDZ FP-2	molecule
-0.2	-12.7	-27.3	2.7	-0.8	-1.0	27.3	-7.3	-0.9	.	O=C(Nc1cccc(Cl)c1)N1CCN(C2c3ccccc3-c3ccccc32)CC1
-20.7	-28.0	-31.9	-15.5	-2.1	-0.2	31.9	-2.0	6.7	-2.5	COC(=O)c1ccccc1NC(=O)c1ccc2c(c1)OCCO2
.	2.9	-7.2	-6.0	0.0	1.7	7.2	-0.5	0.7	-2.1	CCN(CC)c1ncnc2sc3c(c12)CCC3
7.8	-7.8	-2.0	-5.0	-3.0	5.0	2.0	-18.0	0.4	-2.4	CCN1C(=C(C#N)C#N)C=Cc2ccccc21
-15.6	3.9	7.3	-5.1	1.4	20.3	-7.3	2.2	0.3	-2.4	COc1cccc(/C(N)=N/OC(=O)Cc2ccccc2[N+](=O)[O-])c1
-11.1	-6.9	10.1	0.4	0.2	-16.3	-10.1	-2.4	.	-1.8	NC(=O)C1=C[C@@H](c2ccccc2)C[C@@H](OCCCCO)O1
1.4	-6.2	50.6	1.8	-2.4	-11.1	-50.6	9.7	-8.7	-2.6	CC(C)Oc1ccc(CNS(=O)(=O)c2csc(C(N)=O)c2)cc1
-3.2	-0.1	6.1	9.7	-1.0	-6.9	-6.1	.	17.5	-2.2	NS(=O)(=O)c1ccc(Nc2ccccc2)c([N+](=O)[O-])c1
15.7	-3.2	-10.1	-9.2	-0.6	3.7	10.1	1.9	.	0.6	O=C1OCCC1=Cc1ccccc1
-11.7	1.8	-45.7	-3.0	-0.8	.	45.7	3.1	-2.1	-3.1	O=C(NCCNc1ccc([N+](=O)[O-])cc1Cl)c1ccccc1F
-4.9	-23.6	-11.1	-12.8	0.4	41.1	11.1	-1.6	-6.0	-1.8	COc1ccc2nc(-c3ccco3)c(-c3ccco3)nc2c1
-28.5	-7.2	.	-15.0	-1.8	0.9	.	-2.3	.	0.2	COc1cccc(N(CC(=O)Nc2ccccc2C(=O)N2CCCC2)S(C)(=O)=O)c1
-2.9	-6.4	.	0.2	-3.5	.	.	-1.5	0.9	2.0	O=C(NCc1ccccc1)/C(=C/c1ccc([N+](=O)[O-])cc1)NC(=O)c1ccco1
21.1	0.0	35.3	-18.9	-0.6	2.0	-35.3	3.1	3.2	-9.1	COc1cc(/C=C2\N=C(C)OC2=O)cc(Cl)c1OC(C)=O
1.4	-2.6	-1.9	1.9	-2.1	8.8	1.9	2.9	2.6	-1.3	CC(=O)Nc1ccccc1/C=C/c1ccc2c(C)ccc(O)c2n1
19.1	-6.5	4.7	6.6	-1.5	9.6	-4.7	6.6	-1.7	-0.1	O=C(c1cccs1)N1CCc2ccccc2C1
-11.0	-5.6	13.1	4.5	.	-3.6	-13.1	0.3	-0.4	-3.3	CCc1nnc2n1N=C(c1ccccc1)CS2
.	0.9	-41.5	-4.8	-3.3	4.3	41.5	-5.4	1.1	-5.3	CC(C)CN(C(=O)CCCOc1ccc(Cl)cc1Cl)c1c(N)n(Cc2ccccc2)c(=O)[nH]c1=O
4.1	-8.7	-14.3	-10.7	0.0	0.2	14.3	-11.3	-1.3	69.6*	C/C(=N\NC(=O)c1cc(-c2ccncc2)nc2ccccc12)c1ccc(OC(F)F)cc1
2.0	-2.4	7.5	0.7	3.7	-6.6	-7.5	.	-1.3	-0.7	CCC(C)NS(=O)(=O)c1ccc(OCC(=O)N2CCCCC2)cc1 (configuration not stated)
-13.9	58.9*	-9.4	8.9	-2.5	.	9.4	4.2	6.2	-4.1	Oc1ccc(C2Nc3cccc4cccc(c34)N2)cc1
8.6	-0.3	3.5	1.9	-1.6	-10.4	-3.5	8.6	-6.9	1.7	CCOC(=O)CNC(=O)C1Cc2ccccc2CN1S(=O)(=O)c1cccs1 (configuration not stated)
10.4	-6.1	-7.8	-13.2	0.1	-4.8	7.8	1.6	.	.	COc1ccccc1CNC(=O)C1CCCN(S(=O)(=O)c2ccc3c(c2)C(C)(C)C(=O)N3C)C1 (configuration not stated)
2.1	-4.0	-12.6	-1.0	-1.1	-17.0	12.6	-6.2	0.3	-0.6	COCCOC(=O)C1=C(C)N=C2SCCC(=O)N2C1/C=C/c1ccccc1 (configuration not stated)
.	-17.4	17.9	-4.1	-3.7	14.6	-17.9	3.8	32.4	-0.7	COc1ccccc1C(=O)NCCC(=O)N1CCN(c2cccc(C(F)(F)F)c2)CC1
.	1.0	6.3	-2.4	-1.5	4.2	-6.3	6.5	-2.9	-5.4	Cc1ccc(-n2nnnc2SCC(=O)NC2CCS(=O)(=O)C2)c(C)c1 (configuration not stated)
-7.6	-3.2	11.1	-7.3	-0.6	4.0	-11.1	2.7	-0.4	7.8	COc1ccc(NC(=O)CSCC(=O)Nc2nnc(CC(C)C)s2)cc1
-2.2	-5.4	6.2	-15.0	0.1	-9.8	-6.2	-0.5	.	11.6	Cc1cc(C)cc(C(=O)NC(CC(N)=O)c2ccc(N3CCN(c4ccccn4)CC3)c([N+](=O)[O-])c2)c1 (configuration not stated)
-3.6	-2.0	-22.4	-11.8	-1.4	-15.9	22.4	0.2	8.3	-6.1	COc1ccc(NC(=O)CC2SC(N3CCCC3)=NC2=O)cc1Cl (configuration not stated)
0.5	0.8	-46.7	-14.4	-0.4	-2.6	46.7	-4.3	-5.5	0.3	O=C(CCCOc1ccc(Cl)cc1)NC1CCCCC1

(continued)
PfHsp90 yeast 2	dFosB activator	SR-BI DiI-HDL act	PvdQ acylase	CAL PDZ FP-1	MITF act	SR-BI DiI inh	Rtt109 Vps75	NSD2 inh	CAL PDZ FP-2	molecule
23.0	-6.9	35.0	-9.8	0.7	15.2	-35.0	4.5	-1.2	-0.2	Cc1ccc(Sc2nc([N+](=O)[O-])nn2C)cc1
14.9	-9.9	.	-22.1	-3.3	2.8	.	2.0	-1.2	1.2	COc1ccc(NC(=O)Cc2nnc(SCC(=O)Nc3ccc(F)cc3)n2C)cc1
.	-3.1	-1.9	8.1	0.1	12.6	1.9	-0.6	-0.6	-1.0	O=C(NC1CCCCC1)/C(=N\O)c1ccccn1
1.4	-12.4	18.1	-2.4	0.1	-3.5	-18.1	-0.7	-4.6	.	CN(C(=O)COc1cc(C(F)(F)F)nn1C)c1ccccc1
5.1	-1.4	8.0	-25.3	-1.6	-2.8	-8.0	3.3	25.9	3.6	Cc1cc(-c2ccc(S(=O)(=O)N3CCN(c4ccc(F)cc4)CC3)s2)on1
-8.8	-11.4	19.6	-9.3	-1.9	18.3	-19.6	.	1.6	3.1	O=C(CNC(=O)c1ccccc1)OCc1nc2ccccc2s1
-13.3	-10.7	?	-2.9	0.6	-5.9	-136.6	-3.8	-7.1	-3.7	O=C(CN1CCN(S(=O)(=O)c2cccc(F)c2)CC1)Nc1ccnn1C1CCCC1
-9.3	-16.8	12.1	-10.8	-1.3	1.8	-12.1	1.5	-3.4	-4.0	Cc1nc(S(=O)(=O)Cc2ccccc2Cl)nc2c1CCC2
0.7	-8.1	2.2	-3.5	-1.5	-3.3	-2.2	0.8	4.7	-1.6	O=C(NCCc1ccc(Cl)cc1)C1CCC(=O)N1Cc1ccccc1Cl (configuration not stated)
17.6	-10.7	20.1	-7.5	-4.5	4.4	-20.1	2.6	0.0	11.6	Cc1ccc(C(CC(=O)N2CCOCC2)c2ccco2)cc1 (configuration not stated)
5.8	2.8	1.8	28.2	0.4	-4.5	-1.8	9.1	.	-2.7	CCCCN(CC)C(=O)Cn1c(=O)sc2ccccc21
-24.3	-7.7	14.3	-14.6	-0.2	-0.8	-14.3	0.6	.	.	Cn1c(SCC(=O)Nc2ccc(F)cc2)nnc1-c1cccnc1
15.7	3.4	7.3	-0.6	-2.4	0.6	-7.3	.	-6.4	-0.6	CC(OC(=O)CN1C(=O)c2ccccc2C1=O)C(=O)NC1CCCCC1 (configuration not stated)
-28.1	-3.9	10.5	0.9	-0.3	.	-10.5	-1.8	.	2.0	COC(=O)c1ccc(CSc2nc3c(c(=O)n2-c2ccccc2)SCC3)o1
-10.7	7.9	-5.3	-13.7	-1.4	-3.6	5.3	-0.4	4.1	-0.9	Cc1sc2ncn(CC(=O)Nc3c(F)cccc3F)c(=O)c2c1S(=O)(=O)N1CCC(C)CC1
-22.3	3.7	7.3	-8.8	-0.8	-22.7	-7.3	-0.9	4.2	.	CCOC(=O)C1(Cc2ccccc2C(F)(F)F)CCN(C2CCN(C(C)C)CC2)CC1
-29.8	-12.8	28.0	-6.8	-0.3	2.0	-28.0	5.3	4.6	4.2	C=CCS(=O)(=O)N1CCCC(N(C)CCc2ccc(OC)c(OC)c2)C1 (configuration not stated)
1.4	-0.1	-9.4	-4.2	-0.6	6.7	9.4	8.1	.	-6.4	O=C1c2c(O)cc(O)cc2O[C@@]12c1c(cc(O)c3c1O[C@H](c1ccc(O)cc1)[C@@H](O)C3)O[C@@H]2c1ccc(O)cc1
10.4	3.5	-14.9	2.8	-1.2	13.1	14.9	7.4	3.3	-2.8	Cc1cccc(/C(N)=N/OC(=O)N2CCOCC2)c1
1.7	-3.8	8.2	-16.1	-4.4	2.3	-8.2	-6.5	-0.8	-3.6	Nc1cc(OC(=O)c2ccc(F)cc2)nn1S(=O)(=O)c1ccccc1
.	3.3	-40.8	-10.3	0.0	93.4*	40.9	-0.3	.	-4.7	COc1ccc(C(=O)/C=C/c2ccc(OC)cc2OC)c(O)c1
12.2	-4.9	8.0	-7.9	-0.7	-1.1	-8.0	9.8	-0.1	.	O=C(NNC(=S)Nc1ccccc1C(F)(F)F)c1cccnc1

Marked active in dFosB activator, of those listed so far:
PfHsp90 yeast 2	dFosB activator	SR-BI DiI-HDL act	PvdQ acylase	CAL PDZ FP-1	MITF act	SR-BI DiI inh	Rtt109 Vps75	NSD2 inh	CAL PDZ FP-2	molecule
-13.9	58.9*	-9.4	8.9	-2.5	.	9.4	4.2	6.2	-4.1	Oc1ccc(C2Nc3cccc4cccc(c34)N2)cc1

2 entries from above, with values under each structure:
Second line of a record: PfHsp90 yeast 2	dFosB activator	SR-BI DiI-HDL act	PvdQ acylase	CAL PDZ FP-1	MITF act	SR-BI DiI inh	Rtt109 Vps75	NSD2 inh	CAL PDZ FP-2
COc1ccc(NC(=O)CSCC(=O)Nc2nnc(CC(C)C)s2)cc1
    -7.6	-3.2	11.1	-7.3	-0.6	4.0	-11.1	2.7	-0.4	7.8
Nc1cc(OC(=O)c2ccc(F)cc2)nn1S(=O)(=O)c1ccccc1
    1.7	-3.8	8.2	-16.1	-4.4	2.3	-8.2	-6.5	-0.8	-3.6
